High-throughput results from PubChem BioAssay.
Platelet DG rel: inhibitors of platelet dense granule secretion, primary screen, cell-based, MLPCN, human platelets; human platelet-rich plasma, SFLLRN dense granule ATP release, luminescence; inhibition, %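 (compounds screened at 7.5 µM in platelet-rich plasma)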; 0.22% of 300,000 active; AID 1663, 2009;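 active = mean replicate score, as percent of positive control, at or above 50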
KCNQ1 pot: potentiators or activators of KCNQ1 channel, primary screen, cell-based, thallium flux, high-throughput | Potassium voltage-gated channel subfamily KQT member 1 (Homo sapiens), P51787 | CHO-K1 KCNQ1, thallium flux FluxOR fluorescence; stronger effect = higher value | B-score at 10 µM | 0.35% of 310,000 active;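 active = fluorescence ratio B-score, a plate-corrected score, at least three library SD, with initial intensity B-score within 5 SD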
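Schedule – 37 °C overnight plating, 90-min dark dye load, 20-min compound pretreatment · System – stable KCNQ1 CHO-K1 line · Probe or stimulus – thallium- and potassium-containing depolarizing buffer · Measured by – kinetic FluxOR fluorescence, 10 s baseline plus 110 s post-stimulus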
hERG rescue: hERG rescue from dofetilide block, primary screen, cell-based, CHO-hERG, FluxOR thallium flux, dofetilide IC70; Voltage-gated inwardly rectifying potassium channel KCNH2 (Homo sapiens), Q12809; dofetilide IC70 present; activation (rescue from dofetilide block), less the hit threshold, % at 10 µM; 0.51% of 310,000 active; AID 1511, 2009;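 active = activation above the mean of controls blocked by dofetilide plus 5 SD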;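 also: thallium influx through hERG after potassium depolarization seen as dye fluorescence rise; in these data hits start at about 4.7%; inactives centre near -7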
Target sequence (Q12809 whole entry, looked up): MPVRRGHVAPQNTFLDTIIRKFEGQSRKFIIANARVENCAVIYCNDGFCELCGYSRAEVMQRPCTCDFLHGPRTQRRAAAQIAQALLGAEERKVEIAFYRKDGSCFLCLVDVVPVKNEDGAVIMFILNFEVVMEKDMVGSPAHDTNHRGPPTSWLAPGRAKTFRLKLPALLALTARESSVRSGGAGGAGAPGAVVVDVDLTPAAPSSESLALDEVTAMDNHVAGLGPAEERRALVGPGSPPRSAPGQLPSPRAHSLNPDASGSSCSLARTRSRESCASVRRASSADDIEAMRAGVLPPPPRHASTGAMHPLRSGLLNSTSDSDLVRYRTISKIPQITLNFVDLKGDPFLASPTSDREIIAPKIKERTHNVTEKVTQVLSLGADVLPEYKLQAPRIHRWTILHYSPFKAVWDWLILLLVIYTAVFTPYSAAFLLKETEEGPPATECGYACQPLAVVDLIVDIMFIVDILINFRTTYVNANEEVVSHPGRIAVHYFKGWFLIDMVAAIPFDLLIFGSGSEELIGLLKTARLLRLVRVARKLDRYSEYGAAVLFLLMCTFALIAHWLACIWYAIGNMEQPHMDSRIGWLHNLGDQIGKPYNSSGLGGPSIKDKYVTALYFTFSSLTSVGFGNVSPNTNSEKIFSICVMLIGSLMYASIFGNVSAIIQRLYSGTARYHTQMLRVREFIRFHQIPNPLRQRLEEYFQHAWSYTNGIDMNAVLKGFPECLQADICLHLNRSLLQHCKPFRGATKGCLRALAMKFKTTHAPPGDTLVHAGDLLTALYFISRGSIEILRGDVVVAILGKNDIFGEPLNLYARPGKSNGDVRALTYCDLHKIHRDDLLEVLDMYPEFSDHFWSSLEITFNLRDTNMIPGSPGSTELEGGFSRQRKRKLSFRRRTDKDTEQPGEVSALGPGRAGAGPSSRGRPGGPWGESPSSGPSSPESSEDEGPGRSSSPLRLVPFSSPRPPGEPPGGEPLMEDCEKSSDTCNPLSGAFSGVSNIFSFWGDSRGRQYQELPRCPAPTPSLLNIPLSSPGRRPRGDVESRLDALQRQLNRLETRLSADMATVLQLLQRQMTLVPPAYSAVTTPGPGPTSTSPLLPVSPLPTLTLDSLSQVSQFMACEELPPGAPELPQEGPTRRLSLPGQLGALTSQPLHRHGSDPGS
KCNK3 block: human KCNK3 channel inhibitors, primary screen, CHO cells, FluxOR thallium flux, B-score; FluxOR fluorescence; stronger effect = lower value; 0.84% of 340,000 active; AID 602410, 2012; Potassium channel subfamily K member 3 (Homo sapiens), O14649; B-score at 10 µM;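 active = B-score under library mean minus 4 SD, starting fluorescence ratio at most library mean plus 5 SD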;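 also: more negative B-score means stronger inhibition of thallium flux through KCNK3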
TRPC4 PAM: positive allosteric modulators of TRPC4, primary screen, cell-based, mouse TRPC4beta, HEK293 mu-opioid, Fluo-4 calcium | DAMGO EC20, Fluo-4 Ca2+ flux; stronger effect = higher value | B-score at 10 µM | 0.42% of 310,000 active | AID 2227, 2009;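 active = B-score of calcium response area above 5 SD of library B-scores, with initial fluorescence ratio within 5 SD of library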;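 also: B-score of integrated fluorescence ratio over time as area under calcium response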
KCNK9 inh: KCNK9 potassium channel inhibitors, primary screen, HEK293 cells, thallium flux | FluxOR thallium flux fluorescence; stronger effect = lower value | B-score at 10 µM | 1.2% of 310,000 active;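 active = ratio B-score over 3 SD below the library mean, with starting fluorescence within 5 SD of its mean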;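 also: negative B-score means less thallium flux so channel inhibition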
TRPC4 act: activators of mouse TRPC4 channel, primary screen, Fluo4 calcium, HEK293 TRPC4beta/mu-opioid cells | 0.49% of 310,000 active | B-score at 10 µM | AID 2237, 2010 | Fluo4 calcium fluorescence; stronger effect = higher value;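 active = B-score above 5 SD of library B-scores, and initial fluorescence ratio not above library mean plus 5 SD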;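 also: positive B-score marks a calcium rise read as TRPC4 activation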
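Material: HEK293 stable line with TRPC4beta plus mu-opioid receptor; technique: Fluo4 calcium-sensitive dye fluorescence, kinetic, 1 Hz baseline; timing: Fluo4 dye loading 45 min at room temperature, 110 s recording; controls: assay buffer as low control, maximal DAMGO as high control; read-out: integrated baseline-normalised fluorescence ratio, converted to per-well B score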
KCNQ1 block: inhibitors of human KCNQ1 channel, primary screen, cell-based, thallium flux, high-throughput | Potassium voltage-gated channel subfamily KQT member 1 (Homo sapiens), P51787 | CHO-K1 KCNQ1, FluxOR thallium flux fluorescence; stronger effect = higher value | B-score at 10 µM | 1.3% of 310,000 active | AID 2642, 2010;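 active = compounds whose thallium flux B-score, printed positive for inhibition, exceeds three library SD while starting fluorescence stays within three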;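 also: channel opened by potassium depolarization with thallium stimulus after 20 min compound exposure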
TRPC4 inh: inhibitors of mouse TRPC4 channel, primary screen, Fluo4 calcium, HEK293 TRPC4beta/mu-opioid cells. 0.39% of 300,000 active. B-score at 10 µM. DAMGO-evoked Fluo4 calcium flux; stronger effect = lower value. Short transient receptor potential channel 4 (Mus musculus), Q9QUQ5. AID 2247, 2010;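 active = B-score over 3 SD under the library average, no early fluorescence shift, positive overall ratio signal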
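material = TRPC4beta/mu-opioid receptor HEK293 cell line | probe or stimulus = sequential submaximal and maximal DAMGO stimulation | compound dosing = one concentration per compound | measured by = Fluo4 Ca2+ flux fluorescence | evaluation = integrated fluorescence ratio relative to baseline, converted to per-well B score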
PolyA inhibitor: polyadenylation inhibitors in yeast reporter cells, primary screen, luminescence, S. cerevisiae. S. cerevisiae SKY197-pL101 polyadenylation reporter, beta-gal luminescence; efflux-impaired pdr1/pdr3 knockout yeast; score 100 = 6 SD above DMSO. calls only at 12 µM. 0.02% of 300,000 active. AID 1875, 2009;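 active = lowest replicate activity score at least 50, where 100 means six control SD above control mean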;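 also: yeast exposed to compound for 9 h at 30 °C; higher score means more reporter readthrough which indicates perturbed polyadenylation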
Dyrk1A ADPGlo: rat Dyrk1A kinase inhibitors, primary screen, biochemical, single point, plate reader; ADP-Glo luminescence, NFATc1 peptide; inhibition, % at 12.5 µM; 0.43% of 310,000 active; AID 504441, 2011; in the data active = inhibition above about 50%;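 also: plate controls were vehicle with enzyme for no effect and no enzyme for full effect; many of its hits are not listed in these tables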
Active calls of the source: *; i = inactive; . = no result given. Not all compounds are listed (hit frequency here may not be typical).

SMILES	Platelet DG rel	KCNQ1 pot	hERG rescue	KCNK3 block	TRPC4 PAM	KCNK9 inh	TRPC4 act	KCNQ1 block	TRPC4 inh	PolyA inhibitor	Dyrk1A ADPGlo
COc1c(Cl)ccc(Cl)c1C(=O)NC(=O)N1CCOCC1	-3.5	i	-11.9	i	i	i	i	i	i	i	4.6
CCCn1c(=O)c(C(=O)NNC(=O)c2ccc(Cl)cc2Cl)c(O)c2ccccc21	6.8	i	-6.7	i	i	i	i	i	i	i	2.0
COc1ccc(/C=C/C2=CC(C)(C)NC(=S)N2)cc1OC	5.7	i	-9.4	i	i	i	i	i	i	i	3.9
CCOc1ccc(N2CC(C(=O)Nc3nnc(C4CCCCC4)s3)CC2=O)cc1 (stereo not given)	-0.2	i	-6.9	i	i	i	i	i	i	i	-4.5
O=C(Cc1cccc(C(F)(F)F)c1)OCN1C(=O)c2ccccc2C1=O	-56.7	i	-6.1	i	i	i	i	i	i	i	-6.6
O=C(N/N=C/c1ccc(Cl)s1)C(O)c1ccccc1 (stereo not given)	8.7	i	-5.8	i	i	i	i	i	i	i	.
Cc1ccc(-c2nn(-c3ccccc3)cc2C(=O)NCC(c2cccs2)N2CCOCC2)cc1 (stereo not given)	4.7	i	-14.4	i	i	i	i	i	i	i	-2.3
COc1ccc(CCN2C(=S)N(c3ccc(Cl)cc3)C(=O)C2CC(N)=O)cc1OC (stereo not given)	-27.1	i	-10.4	i	i	i	i	i	i	i	.
COCCn1c(SCC(=O)Nc2ccc(OC)cc2)nnc1-c1ccoc1C	-2.5	i	-5.6	i	i	i	i	i	i	i	-5.1
CCOC(=O)N1CCN(C(=O)CCn2c(=S)[nH]c3cc(OCC)c(OCC)cc3c2=O)CC1	0.7	i	-5.7	.	i	i	i	i	i	i	.
O=C(CSc1nnc2ccccn12)NCc1ccc2c(c1)OCO2	2.1	i	-1.6	i	i	i	i	i	i	i	-4.2
NC(=O)CCC(NS(=O)(=O)c1ccc(Cl)cc1)C(=O)NCc1ccccc1Cl (stereo not given)	-3.4	i	-11.8	i	i	i	i	i	i	i	-1.0
O=C(OCc1c(Cl)nc2sccn12)c1cc2c(s1)CCCC2	7.8	i	-7.7	i	i	i	i	i	i	i	7.3
Cn1c(=NC(=O)c2cnccn2)sc2ccccc21	1.4	i	-0.9	i	i	i	i	i	i	i	20.4
COC(=O)CSc1nc(C)cc(C(F)(F)F)c1C#N	-12.3	i	-11.7	i	i	i	i	i	i	i	0.6
Nc1c(C(=O)NCc2ccc3c(c2)OCO3)c2nc3ccccc3nc2n1CCCN1CCOCC1	2.8	i	-5.2	i	i	i	i	i	i	i	.
COc1cc(OC)cc(OCC(O)Cn2ccnc2C)c1 (stereo not given)	-1.8	i	-3.3	i	i	i	i	i	i	i	-2.6
CC(=O)c1c(O)cc(=O)oc1-c1ccc(C)cc1	11.8	i	0.0	i	i	i	i	i	i	i	-4.0
CSc1ccc(C(=O)C2CCCN(C(=O)c3cccnc3SC)C2)cc1 (stereo not given)	-37.2	i	-12.5	i	i	i	i	i	i	i	2.0
CSCCC(NC(=O)COc1ccccc1)C(=O)N1CCN(c2ccccc2O)CC1 (stereo not given)	-3.8	i	-11.4	i	i	i	i	i	i	i	-3.0
COc1ccc(-n2c(C)cc(/C=C3\C(=N)N4N=C(CC(=O)N5CCOCC5)SC4=NC3=O)c2C)c(OC)c1	28.4	i	-6.4	i	i	i	i	i	i	i	-1.1
COCc1nnc(NC(=O)C2CCN(C(=O)c3ccco3)CC2)s1	-5.6	i	-3.0	i	i	i	i	i	i	i	-0.9
CC(=O)N1CCCC(C(=O)c2ccc(Oc3ccccc3)cc2)C1 (stereo not given)	-0.2	i	-16.9	i	i	i	i	i	i	i	2.1
CCOc1ccc(N=C2NC(=O)CS2)cc1	-6.0	i	-10.7	i	i	i	i	i	i	i	-4.4
COc1cc(C(=O)N(CCN(C)C)CC2CCCN(Cc3ccccc3F)C2)ccc1C (stereo not given)	5.8	i	-8.9	i	i	i	i	i	i	i	6.9
Cc1cc(OC(=O)c2cccc(F)c2)c([N+](=O)[O-])c(=O)[nH]1	3.6	i	-6.3	i	i	i	i	i	i	i	-2.5
FC(F)(F)c1cccc(Cc2noc(CN(Cc3ccccn3)CC3CCCO3)n2)c1 (stereo not given)	0.0	i	-9.8	i	i	i	i	i	i	i	0.0
COc1cccc(NC(=O)CS(=O)(=O)c2cn(CC(=O)N3CCOCC3)c3ccccc23)c1	0.0	i	-4.8	i	i	i	i	i	i	i	.
c1ccc(Cn2ncc3c(N4CCOCC4)ncnc32)cc1	-0.2	i	-8.9	i	i	i	i	i	i	i	5.9
Cc1ccc(S(=O)(=O)Nc2ccc(NC(=O)c3cccnc3)cc2)cc1	-0.3	i	-6.2	i	i	i	i	i	i	i	3.4
Oc1ccc(/C=N/N2CCN(Cc3ccccc3)CC2)cc1	-1.6	i	-5.5	i	i	i	i	i	i	i	-4.5
O=C1CN(C(=O)/C=C/c2cc(Br)ccc2F)CCN1	-0.6	i	-11.4	i	i	i	i	i	i	i	10.2
COc1ccc(Cl)cc1NS(=O)(=O)c1cccc(C(=O)NCC2(N(C)C)CCCCC2)c1	0.5	i	-6.0	i	i	i	i	i	i	i	-2.6
CCN(CC)c1ccc(NC(=O)CN(C)Cc2cccs2)cc1	-1.7	i	-5.8	i	i	i	i	i	i	i	1.4
O=[N+]([O-])c1cccnc1Sc1n[nH]c(-c2ccc(Cl)cc2)n1	-1.1	i	-1.3	i	i	i	i	i	i	i	.
O=C(NCc1ccccn1)/C(=C/c1ccco1)NC(=O)c1ccccc1	-5.5	i	-6.7	i	i	i	i	i	i	i	-5.8
O=C(COC(=O)/C=C/c1ccc(Cl)cc1Cl)Nc1cc(C(F)(F)F)ccc1N1CCOCC1	-1.4	i	-3.1	i	i	i	i	i	i	i	-7.1
CCOc1ccc(-n2c(=S)sc3c(=O)[nH]c(SCC(=O)NCc4ccco4)nc32)cc1	-10.5	i	-9.9	i	i	i	i	i	i	i	.
COc1ccc(-n2c(CN3CCN(C)CC3)nc3ccc([N+](=O)[O-])cc3c2=O)c(OC)c1	1.4	i	-9.8	i	i	i	i	i	i	i	-0.3
C/C=C/C(=O)OCC(=O)Nc1ccc(OC)c(OC)c1	12.0	i	-4.1	i	i	i	i	i	i	i	.
CCc1ccc(NC(=O)CSc2nnnn2C)cc1	-6.8	i	-4.0	i	i	i	i	i	i	i	-7.0
CS(=O)(=O)c1ccc2nc(NC(=O)c3ccc(Cn4cc(Br)cn4)o3)sc2c1	0.9	i	-7.6	i	i	i	i	i	i	i	13.1
CN(/N=C/c1cccs1)c1cc(=O)n(C)c(=O)[nH]1	.	i	-5.0	i	i	i	i	i	i	.	-0.2
CCOC(=O)C(=O)N1CCN(c2cc3c(cc2[N+](=O)[O-])n(C)c(=O)n3C)CC1	-0.9	i	-11.8	i	i	i	i	i	i	i	-0.3
c1ccc(OCCOCCN2CCOCC2)cc1	5.1	i	-2.6	i	i	i	i	i	i	i	-9.4
O=C(CSc1nnnn1-c1cccc2ccccc12)Nc1ccc(C(=O)O)cc1	5.2	i	-10.0	i	i	i	i	i	i	i	-3.5
CCCC(O)(c1ccccc1)C(CN1CCOCC1)c1ccccc1 (stereo not given)	1.2	i	-2.8	i	i	i	i	i	i	i	-4.5
COc1cc(-c2nnc(CSc3nnc(Nc4ccc(Oc5ccccc5)cc4)s3)o2)cc(OC)c1OC	34.6	i	-2.0	i	i	i	i	i	i	i	-1.2
CCC(C)NC(=O)CN1C(=O)NC2NC(=O)NC21 (stereo not given)	-2.1	i	-12.8	i	i	i	i	i	i	i	10.0
O=C(Cc1cccc(C(F)(F)F)c1)Nc1ccccc1	-1.5	i	-7.5	i	i	i	i	i	i	i	-2.8
CC1(C)CC(=O)C(C=NCC(O)c2ccccc2)=C(O)C1 (stereo not given)	0.2	i	-12.4	i	i	i	i	i	i	i	-0.8
N=C(N)Cc1ccccc1Sc1ccccc1	-10.6	i	-9.7	i	i	i	i	i	i	i	-0.4
Cc1c(N=Cc2cccs2)c(=O)n(-c2ccccc2)n1C	0.1	i	-9.4	i	i	i	i	i	i	i	-0.6
CC(=O)Nc1cccc(NC(=O)CSc2nc(C3CC3)nc3ccccc23)c1	-0.4	i	-6.8	i	i	i	i	i	i	i	4.1
COc1cccc(C(=O)Nc2cc(=O)n(C)c(=O)n2C)c1OC	1.0	i	-3.1	i	i	i	i	i	i	i	8.0
Cc1cc(C)c(OCCn2ccnc2)c(C)c1	-2.5	i	-13.1	i	i	i	i	i	i	i	0.8
CN(Cc1cccc(Cl)c1Cl)CC(O)COc1ccccc1 (stereo not given)	17.3	i	-4.0	i	i	i	i	i	i	i	-2.7
c1ccc2c(CSCc3nc4ccccc4[nH]3)cccc2c1	-2.7	i	-18.5	i	i	i	i	i	i	i	4.2
Cc1nc2ccccc2c2nc(NC(=O)Cc3ccccc3)nn12	1.6	i	-13.1	i	i	i	i	i	i	i	.

Look-ups from above.
NC(=O)CCC(NS(=O)(=O)c1ccc(Cl)cc1)C(=O)NCc1ccccc1Cl (stereo not given) in hERG rescue is listed with -11.8
c1ccc(Cn2ncc3c(N4CCOCC4)ncnc32)cc1 in hERG rescue is listed with -8.9
